Rv3671c inh: Rv3671c (M. tuberculosis) protease inhibition. 0.048% of 320,000 active. P9WHR9. inhibition, % at 5.96 µM; in the data active = inhibition above about 38%;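 note: extracellular domain of Rv3671c used as enzyme; 0% = enzyme with DMSO and 100% = no enzyme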
Target sequence (P9WHR9 whole entry, looked up, the tested form may be a part): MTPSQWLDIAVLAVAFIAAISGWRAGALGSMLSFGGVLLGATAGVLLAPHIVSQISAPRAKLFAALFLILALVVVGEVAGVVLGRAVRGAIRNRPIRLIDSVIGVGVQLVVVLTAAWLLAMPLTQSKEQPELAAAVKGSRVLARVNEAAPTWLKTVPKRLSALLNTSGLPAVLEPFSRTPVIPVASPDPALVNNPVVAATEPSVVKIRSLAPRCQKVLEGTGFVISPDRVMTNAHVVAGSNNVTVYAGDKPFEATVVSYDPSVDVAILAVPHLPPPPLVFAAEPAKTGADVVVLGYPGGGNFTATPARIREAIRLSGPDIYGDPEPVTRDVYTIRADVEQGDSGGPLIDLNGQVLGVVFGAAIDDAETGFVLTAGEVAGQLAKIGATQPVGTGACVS
UGM FP inh: Mtb UDP-galactopyranose mutase inhibition. 0.06% of 320,000 active. P9WIQ1. purified UGM, fluorescence polarization probe displacement. AID 504406. inhibition, % at 10 µM; in the data active = inhibition above about 10%, passing the limit was not always enough; inconclusive = no clear call, values can overlap the other calls
BoNT-F LC inh: inhibitors of Botulinum neurotoxin F light chain protease; Multiplex microsphere protease cleavage assay, flow cytometry; inhibition, % at 10 µM; 0.22% of 360,000 active; in the data active = inhibition above about 35%, passing the limit was not always enough; inconclusive = no clear call, values can overlap the other calls; note: plate controls were buffer without enzyme for full effect and enzyme alone for no effect
FBA Mtb inh: inhibits M. tuberculosis FBA enzyme; P9WQA3; purified M. tuberculosis FBA, fluorescence read-out; inhibition, % at 1 µM; 2.3% of 360,000 active; in the data active = inhibition above about 27%;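 note: 0% = vehicle and 100% = reference inhibitor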
Target sequence (P9WQA3 whole entry, looked up): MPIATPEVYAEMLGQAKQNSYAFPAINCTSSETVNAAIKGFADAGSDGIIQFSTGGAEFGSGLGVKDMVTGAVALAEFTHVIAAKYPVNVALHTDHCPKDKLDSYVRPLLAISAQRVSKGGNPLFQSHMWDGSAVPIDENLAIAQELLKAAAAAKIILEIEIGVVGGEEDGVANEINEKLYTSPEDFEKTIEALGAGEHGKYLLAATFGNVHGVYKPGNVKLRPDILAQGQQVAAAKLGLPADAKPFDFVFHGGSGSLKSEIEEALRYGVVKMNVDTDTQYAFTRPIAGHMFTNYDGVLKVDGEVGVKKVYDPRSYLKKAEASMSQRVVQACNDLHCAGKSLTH
Mtb BioA inh: BioA (M. tuberculosis) enzyme inhibition. purified M. tuberculosis BioA enzyme, plate reader. inhibition, % at 9.99 µM. 0.096% of 360,000 active. AID 602481; in the data active = inhibition above about 40%; inconclusive = no clear call, values can overlap the other calls
MazEF act: activators of E. coli MazEF toxin-antitoxin RNase; 0.32% of 350,000 active; activation, % at 20 µM; P0AE70; FAM/BHQ RNA-DNA oligo cleavage fluorescence, 5 h; in the data active = activation above about 50%
Target sequence (P0AE70 whole entry, looked up): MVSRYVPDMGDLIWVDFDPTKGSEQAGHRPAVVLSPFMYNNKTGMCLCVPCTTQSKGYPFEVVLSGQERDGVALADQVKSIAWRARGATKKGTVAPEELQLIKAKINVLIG
CCHF vOTU inh: blocks the CCHF virus ovarian tumor domain protease; CCHFV vOTU protease, Pep-AMC fluorescence; 0.55% of 370,000 active; inhibition, % at 11.5 µM; note: 0% = vehicle wells with enzyme and 100% = no enzyme wells
FadD28 FP inh: M. tuberculosis FadD28 bisubstrate binding inhibition. FadD28 bisubstrate probe binding, fluorescence polarization. inhibition, % at 12.5 µM. 0.22% of 360,000 active. AID 588549; in the data active = inhibition above about 8.5%, passing the limit was not always enough; inconclusive = no clear call, values can overlap the other calls
GDH-TPI counter: GDH-TPI coupled enzyme inhibition counter-screen | inhibition, % at 4.8 µM | 1.2% of 360,000 active | AID 588335 | GDH-TPI coupled enzyme counterscreen, NADH absorbance;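 note: 0% = DMSO wells and 100% = wells lacking the enzyme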
DUSP3 inh: blocks human VHR1 dual specificity phosphatase | recombinant VHR phosphatase, pNPP absorbance | P51452 | inhibition, % at 13.3 µM | AID 1654 | 0.52% of 290,000 active; in the data active = inhibition above about 50%; note: some compounds called inactive have numbers as strong as hits
An asterisk follows results filed as active; ? = inconclusive; . = no result given. Cut-off read from the data, not from the text of the source, unless noted: active = inhibition above about 30%; inactive = the rest.

SMILES	Rv3671c inh	UGM FP inh	BoNT-F LC inh	FBA Mtb inh	Mtb BioA inh	MazEF act	CCHF vOTU inh	FadD28 FP inh	GDH-TPI counter	DUSP3 inh
CCOc1ccc(NC(=O)CN2CCN(CC(=O)Nc3ccc4c(c3)OCCO4)CC2)cc1	8	-2.2	-25	4	-2.3	8	2	-0.2	9	33
Cc1ccc(S(=O)(=O)N(CC2CO2)c2cc(Cl)ccc2Cl)cc1 (stereo not drawn)	-5	-0.5	11	1	-0.8	-1	-2	-1.7	-7	-30
Cc1cccc(CN2C3=NCCCN3c3ccccc32)c1	-1	-0.5	-32	-1	-0.5	8	3	-3.3	-6	-6
COC(=O)c1ccccc1S(=O)(=O)N1CCC(C(=O)Nc2ccccc2N2CCOCC2)CC1	.	.	-4	0	4.7	4	8	-4.2	-3	.
COc1ccc(CCNC(=O)/C(C#N)=C/c2ccc(OCC(=O)NCC3CCCO3)cc2)cc1OC (stereo not drawn)	3	1.0	-17	1	.	5	-4	-3.7	18	20
Nc1c(S(=O)(=O)c2ccccc2)c2nc3ccccc3nc2n1Cc1ccco1	-16	0.8	-4	101*	-1.7	-12	-155	-8.4	46*	31
CCc1c(C)nc2ncnn2c1N1CCC(C(=O)N2CCN(c3ccc(F)cc3)CC2)CC1	5	-1.7	-6	-2	0.8	-1	-10	-0.8	8	14
COc1ccc2cc(C(C)c3nc4ccccc4c(=O)n3N)ccc2c1 (stereo not drawn)	-1	2.2	-3	1	-1.1	-6	5	-2.4	16	10
Cc1cc2oc(C(=O)N(Cc3ccccc3)c3ccccn3)cc(=O)c2cc1Cl	-6	1.8	9	-3	1.3	-2	3	-3.1	-12	26
CC1CCCCN1CCn1c(=S)[nH]c2cc3c(cc2c1=O)OCO3 (stereo not drawn)	-2	-0.6	2	1	.	8	19	-1.9	-1	10
NS(=O)(=O)c1ccc(O)c(N2C(=O)c3cccc4c(C(=O)O)ccc(c34)C2=O)c1	-8	-1.0	3	3	.	-27	24	-0.2	19	20
CCCCC1CC(CSc2ncn[nH]2)OC1=O (stereo not drawn)	3	-1.3	-5	-5	-0.3	2	-12	-2.2	-6	0
C#CCNC(=O)C(C)c1ncc(C(F)(F)F)cc1Cl (stereo not drawn)	-3	0.6	-9	-1	-1.4	-9	1	-0.1	17	24
O=C(O)c1c(C(=O)O)c(-c2ccc(F)cc2)n2c1CCC2	4	6.4	?	7	.	6	-11	-0.9	-7	12
Cc1c(N2C(=O)c3cccc4cccc(c34)C2=O)cnn1C	5	2.7	-2	1	.	-6	-4	-1.1	20	2
CN(C)/C=N/c1c(C#N)cnn1-c1ccccc1	6	-1.0	-4	-1	-0.8	6	2	-3.2	-14	23
Cc1cc2nc(-c3cccc(NC(=O)c4ccc(Br)o4)c3C)oc2cc1C	-25	0.6	14	5	-1.3	-11	-6	0.5	17	6
Cn1ncc(Br)c1C(=O)N1CCCC1	-5	0.7	0	0	0.0	2	-4	0.6	-2	10
CCc1c(C)nc2c(C#N)c(C)[nH]n2c1=O	-1	1.9	7	3	-4.1	0	4	-2.1	7	49
Cc1cc(/C=C2\SC(=S)N(Cc3ccco3)C2=O)c(C)n1-c1cccnc1	.	.	-5	-7	-1.7	-393	-4	-3.0	-2	-9
CCC(CC)C1=NN2C(=N)/C(=C\c3cc(C)n(-c4cccc(C)c4)c3C)C(=O)N=C2S1	5	-2.5	-13	4	-2.8	-7	-8	0.3	16	-4
CCOC(=O)N1CCN(C(=O)c2ccc3c(=O)n(Cc4ccccc4)c(=S)[nH]c3c2)CC1	-3	-3.7	-12	0	-0.4	4	5	-3.8	4	10
Cc1nn(-c2ccccc2)c2nc(C(F)F)cc(C(F)F)c12	-2	7.3	-2	8	-0.7	3	18	-1.5	10	.
CC(C)C(=O)Nc1cccc(C(=O)Nc2ccc(S(=O)(=O)Nc3nccs3)cc2)c1	-2	2.9	-9	1	9.7	4	4	-0.9	-2	-32
Cc1sc2ncn(CC(=O)N3CCCC(C)C3)c(=O)c2c1S(=O)(=O)N1CCCCC1 (stereo not drawn)	7	1.7	15	1	.	-1	6	0.3	0	61
COc1ccc(CCNC(=O)C(=O)NCC2OCCN2S(=O)(=O)c2cc(F)ccc2F)cc1OC (stereo not drawn)	3	-0.4	-9	-2	-1.3	0	3	-4.7	-2	6
O=S(=O)(NCCc1ccccn1)c1ccc(-c2ccccn2)s1	6	0.0	2	-1	-0.4	-7	7	-0.2	0	22
COc1ccc(-n2nc3c(c2NC(=O)c2ccco2)CS(=O)(=O)C3)cc1	1	-1.2	6	2	-1.2	5	-10	-1.7	7	5
N#CC(C#N)=Cc1ccc(N2CCCC2)cc1	1	2.9	-1	-25	-1.2	-32	5	1.3	4	-14
O=S(=O)(c1cccc(COc2ccc(Cl)cc2Cl)c1)N1CCOCC1	-5	-0.3	-14	2	-1.1	-1	-8	-3.4	-1	22
Cc1cnc(C(=O)OCC(=O)NCCCc2ccccc2)cn1	-1	-0.7	2	-8	.	3	2	-3.0	-9	12
O=C1CCC(C(=O)OCC(=O)Nc2cc(Cl)ccc2F)=NN1	1	-1.8	-4	0	-0.4	9	-2	-0.2	1	.
CC(C)CCN1CCN(Cc2nc(-c3ccccc3)cs2)CC1CCO (stereo not drawn)	-2	-1.7	-4	-1	.	3	3	1.0	-4	20
O=C(Nc1nccs1)C1CCCN1S(=O)(=O)c1ccc(Cl)cc1 (stereo not drawn)	0	2.7	-2	2	-4.9	-6	-3	-1.9	8	2
CCOc1cc(-c2noc(CCCC(=O)NC3CCCCC3)n2)ccc1OC	-2	-3.1	-9	1	0.5	8	7	-0.1	-10	-3
OCC(O)C(O)C(O)c1cnn(-c2ccccc2)n1 (stereo not drawn)	.	.	3	2	.	0	-6	-4.3	-8	.
CC1CN(c2nc3c(c(=O)n(C)c(=O)n3C)n2Cc2c(Cl)cccc2Cl)CC(C)O1 (stereo not drawn)	-6	1.2	3	-8	.	1	-2	-2.2	0	.
COc1ccc(C(=O)N2CC(=O)Nc3ccccc32)cc1S(=O)(=O)N1CCOCC1	3	.	0	1	-1.1	6	2	-4.1	-6	34
Cc1ccc(S(=O)(=O)Nc2c(C)n(C)n(-c3ccccc3)c2=O)cc1C(=O)OC(C)C(=O)N(C)c1ccccc1 (stereo not drawn)	9	-4.2	-2	2	-3.2	-11	-1	-2.4	2	13
Cc1ccc(N(CC(=O)NC(C)(C)C)C(=O)CS(=O)CC(=O)Nc2ccc3c(c2)OCO3)cc1 (stereo not drawn)	-2	-2.2	-2	-2	.	9	-7	-3.7	-13	-9

Some of these compounds in order of formula weight, smallest number first.
SMILES	Rv3671c inh	UGM FP inh	BoNT-F LC inh	FBA Mtb inh	Mtb BioA inh	MazEF act	CCHF vOTU inh	FadD28 FP inh	GDH-TPI counter	DUSP3 inh
OCC(O)C(O)C(O)c1cnn(-c2ccccc2)n1 (stereo not drawn)	.	.	3	2	.	0	-6	-4.3	-8	.
Cc1nn(-c2ccccc2)c2nc(C(F)F)cc(C(F)F)c12	-2	7.3	-2	8	-0.7	3	18	-1.5	10	.
Cc1cnc(C(=O)OCC(=O)NCCCc2ccccc2)cn1	-1	-0.7	2	-8	.	3	2	-3.0	-9	12
O=C1CCC(C(=O)OCC(=O)Nc2cc(Cl)ccc2F)=NN1	1	-1.8	-4	0	-0.4	9	-2	-0.2	1	.
Cc1sc2ncn(CC(=O)N3CCCC(C)C3)c(=O)c2c1S(=O)(=O)N1CCCCC1 (stereo not drawn)	7	1.7	15	1	.	-1	6	0.3	0	61
Cc1ccc(N(CC(=O)NC(C)(C)C)C(=O)CS(=O)CC(=O)Nc2ccc3c(c2)OCO3)cc1 (stereo not drawn)	-2	-2.2	-2	-2	.	9	-7	-3.7	-13	-9

Reprinted at random: 3 records from the list, in no set order.
SMILES	Rv3671c inh	UGM FP inh	BoNT-F LC inh	FBA Mtb inh	Mtb BioA inh	MazEF act	CCHF vOTU inh	FadD28 FP inh	GDH-TPI counter	DUSP3 inh
COc1ccc2cc(C(C)c3nc4ccccc4c(=O)n3N)ccc2c1 (stereo not drawn)	-1	2.2	-3	1	-1.1	-6	5	-2.4	16	10
Cc1cc2nc(-c3cccc(NC(=O)c4ccc(Br)o4)c3C)oc2cc1C	-25	0.6	14	5	-1.3	-11	-6	0.5	17	6
Cc1cccc(CN2C3=NCCCN3c3ccccc32)c1	-1	-0.5	-32	-1	-0.5	8	3	-3.3	-6	-6

Additional records.
SMILES	Rv3671c inh	UGM FP inh	BoNT-F LC inh	FBA Mtb inh	Mtb BioA inh	MazEF act	CCHF vOTU inh	FadD28 FP inh	GDH-TPI counter	DUSP3 inh
Cc1ccsc1/C=N/n1cnc2sc(C)c(C)c2c1=O	0	-0.2	8	1	-1.7	4	16	-1.9	21	6
O=C(CCN1CCOCC1)Nc1ccc(Br)cc1C(=O)c1ccccc1	-3	-0.3	-21	5	1.1	-4	-4	-1.3	15	28
COc1cccc2cc(C(=O)c3ccccc3)oc12	2	0.0	-2	8	.	-4	6	0.3	3	-6
O=C(CCCc1c[nH]c2ccccc12)N[C@@H](Cc1c[nH]c2ccccc12)C(=O)O	-9	-1.3	-3	8	-0.8	-4	15	0.4	10	-2
CCS(=O)(=O)N1CCC(C(=O)N2CCN(c3ccccc3)CC2)CC1	-4	-3.2	10	1	6.2	2	-17	-4.2	6	-15
CC(C)CCn1c(SCC#N)nc2c(sc3ccccc32)c1=O	-1	0.3	10	1	-0.6	1	10	-0.4	6	13
CCn1c(SCC(=O)c2ccc(O)c(O)c2)nnc1-c1ccccc1OC	9	-0.6	-16	0	0.1	4	9	-4.1	26	2
Cc1cc(S(=O)(=O)N2CCOCC2)ccc1OCC(=O)N1CCOCC1	0	-1.8	-10	-2	-0.1	-23	3	-2.8	-10	22
O=C(NCc1ccccc1Cl)c1ccc2nc([C@@H]3O[C@H](CO)[C@@H](O)[C@H]3O)[nH]c2c1	.	.	-5	0	1.2	.	2	-1.1	2	.
C/C(=N\NC(=O)Cc1ccc(Br)cc1)c1cccnc1	-5	-0.3	3	0	1.6	10	-9	-0.6	-6	18
Cc1ccc(C(CCN)c2ccco2)cc1 (stereo not drawn)	-6	-1.6	-3	3	-0.9	1	-22	-1.8	-3	15
CCN(CC)S(=O)(=O)c1ccc(NC(=O)c2ccccn2)cc1	-9	0.8	-38	-1	-0.6	-3	10	-1.0	1	8
O=[N+]([O-])c1ccccc1S(=O)NCc1c(Cl)cccc1Cl (stereo not drawn)	.	.	3	-3	.	.	-11	-0.5	.	.
CC(C)(C)NC(=O)C1Cc2ccccc2CN1S(=O)(=O)c1ccc(F)cc1 (stereo not drawn)	-5	1.0	-4	0	.	-7	-14	-2.5	-4	8

Screening data from PubChem BioAssay.
